Screening results (PubChem)
EBNA-1 inhibitor: blocks EBNA-1 binding to DNA. inhibition, % at 14.8 µM. EBNA-1 DNA binding, fluorescence polarization. 300,000 compounds, 0.34% hits; in the data active means inhibition above about 28%
Efflux pump inh: antifungal efflux pump inhibition, Nile Red retention | S. cerevisiae Candida pump triplex | 330,000 compounds, 0.44% hits | inhibition, % at 10 µM;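 active means plate passing quality check with inhibition over a set limit, or well fluorescence over plate mean plus 4 SD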;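 further: Nile Red retained in pooled yeast measured as flow cytometry median fluorescence; 0% = buffer negative control and 100% = Enniatin B positive control; higher means more Nile Red kept so more efflux inhibition; some compounds called inactive have numbers as strong as hits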
PP1 inh: PP1-alpha (human) inhibition in PP5 counter-screen; 320,000 compounds, 0.9% hits; P62136; purified PP1alpha, OMFP fluorescence; inhibition, % at 6.7 µM; AID 2235;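 active means inhibition above the mean inhibition of all tested compounds plus 3 SD, computed separately for each screening campaign, cut at about 15% in these data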
Target sequence (P62136 whole entry, looked up): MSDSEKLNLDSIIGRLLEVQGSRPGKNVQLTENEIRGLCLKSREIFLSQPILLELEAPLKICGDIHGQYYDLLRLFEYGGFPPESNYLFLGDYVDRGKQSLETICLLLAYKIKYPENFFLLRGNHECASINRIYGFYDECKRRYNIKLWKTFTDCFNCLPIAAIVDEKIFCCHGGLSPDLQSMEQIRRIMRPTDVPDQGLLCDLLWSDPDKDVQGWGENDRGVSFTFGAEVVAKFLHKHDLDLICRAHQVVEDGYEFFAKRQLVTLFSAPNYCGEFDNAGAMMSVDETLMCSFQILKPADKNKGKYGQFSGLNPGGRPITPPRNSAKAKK
core dimer inh: blocks dimerization of HCV core protein | TR-FRET GST/Flag-core106 dimerization, 1536-well | inhibition, % at 5 µM | 300,000 compounds, 0.33% hits;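 active means inhibition above the mean of all tested compounds plus 3 SD, set per screening campaign, cut at about 45% in these data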
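System: GST/Flag-tagged HCV core106 proteins. Incubation: compound-protein-antibody incubation 4 h at 22.5 °C. Technique: HTRF with 340 nm excitation, 617/671 nm emission. Medium: KF-containing HEPES buffer, pH 7.45, DTT, CHAPS, BSA. Read-out: inhibition (%) from 671 over 617 nm ratio. Also added: Eu(K)-anti-GST 90 ng/mL plus XL665-anti-Flag 1 µg/mL.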
PP5 inh: PP5 (human) phosphatase inhibition; AID 1987; 320,000 compounds, 0.18% hits; P53041; inhibition, % at 6.7 µM; purified PP5c, OMFP substrate fluorescence;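 active means inhibition above the campaign's mean inhibition across all tested compounds plus 3 SD, cut at about 9.5% in these data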;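 further: 0% = DMSO only and 100% = 100 µM cantharidin control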
Target sequence (P53041 whole entry, looked up): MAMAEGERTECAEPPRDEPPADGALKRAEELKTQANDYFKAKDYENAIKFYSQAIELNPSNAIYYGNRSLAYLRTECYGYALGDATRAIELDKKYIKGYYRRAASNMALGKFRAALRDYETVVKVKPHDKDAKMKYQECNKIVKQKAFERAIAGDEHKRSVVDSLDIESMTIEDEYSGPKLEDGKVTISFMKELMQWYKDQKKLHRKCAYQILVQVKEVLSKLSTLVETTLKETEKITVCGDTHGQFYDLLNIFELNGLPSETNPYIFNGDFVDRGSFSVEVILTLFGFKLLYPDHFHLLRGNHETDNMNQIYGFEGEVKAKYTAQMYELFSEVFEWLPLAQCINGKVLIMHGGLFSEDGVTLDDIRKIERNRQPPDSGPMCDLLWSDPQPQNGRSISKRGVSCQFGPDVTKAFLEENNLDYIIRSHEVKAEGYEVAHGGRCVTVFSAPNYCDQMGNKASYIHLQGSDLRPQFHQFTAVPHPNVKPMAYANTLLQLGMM
PREPL inhibitor: human PREPL enzyme inhibition | Q4J6C6 | recombinant PREPL, fluorescence polarization activity-based probe | inhibition, % at 5.96 µM | 320,000 compounds, 0.68% hits; in the data active means inhibition above about 43%;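 further: 0% = enzyme with DMSO and 100% = wells lacking enzyme; many of its hits are not listed in these tables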
ZTA counter: blocks Epstein-Barr virus ZTA, an EBNA-1 counter-screen. 320,000 compounds, 0.15% hits. inhibition, % at 11 µM. P03206. AID 2234. ZTA-DNA binding, fluorescence polarization; in the data active means inhibition above about 33%
Target sequence (P03206 whole entry, looked up): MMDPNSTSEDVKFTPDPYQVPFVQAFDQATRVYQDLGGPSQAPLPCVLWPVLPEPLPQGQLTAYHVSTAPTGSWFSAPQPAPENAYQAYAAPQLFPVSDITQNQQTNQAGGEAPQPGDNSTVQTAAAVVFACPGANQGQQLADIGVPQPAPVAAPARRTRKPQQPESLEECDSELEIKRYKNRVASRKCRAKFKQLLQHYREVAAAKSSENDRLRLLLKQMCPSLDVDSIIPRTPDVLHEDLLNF
CTSL1 counter: blocks F. hepatica cathepsin L1 in PFM18AAP counter-screen; recombinant F. hepatica cathepsin L1, Z-Leu-Arg-MCA fluorescence; inhibition, % at 5.96 µM; 300,000 compounds, 0.49% hits; AID 1906;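 active means inhibition above the mean of all tested compounds plus 3 SD, set per screening campaign, cut at about 17% in these data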;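 further: 0% = plate median of test compound wells and 100% = 1 µM Z-Phe-Ala-diazomethylketone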
TPT1 inh: blocks Candida albicans tRNA 2'-phosphotransferase; recombinant caTPT1, FP RNA substrate dephosphorylation; inhibition, % at 5 µM; 300,000 compounds, 0.81% hits; AID 1962;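 active means inhibition above the mean of all tested compounds plus 3 SD, set per screening campaign, cut at about 24% in these data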;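 further: plate controls were DMSO alone for no effect and ferristatin control at 100 nM for full effect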
The depositor's hits bear a star; / = no result given; & = joins results of further samples.

SMILES	EBNA-1 inhibitor	Efflux pump inh	PP1 inh	core dimer inh	PP5 inh	PREPL inhibitor	ZTA counter	CTSL1 counter	TPT1 inh
C/C(O)=C(\C#N)C(=O)Nc1cc(Br)ccc1Br	-3.6	0.2	-0.6	-0.5	1.1	-7.8	14.2	1.0	0.2
FC(F)(F)c1ccc2c(c1)NP(=S)(N1CCOCC1)c1nccn1-2 (centres undefined)	4.7	0.0	-3.1	-6.4	1.1	-0.3	20.4	-1.8	-3.1
Cc1ccc(CC2C(=O)N(C)C(=O)N(C)C2=O)s1	-3.4	0.4	1.8	-2.5	2.0	11.3	-21.2	-2.2	-2.4
Oc1ccc(/C=N/NP(=S)(c2ccccc2)c2ccccc2)c(O)c1O	-2.9	0.3	0.4	-0.5	1.8	23.5	0.9	-3.2	-1.3
CCOC(=O)N(c1ccccc1)P1(=S)OCC(C)O1 (centres undefined)	-11.9	0.0	-3.9	2.1	0.0	5.2	-3.7	-2.4	-2.8
O=c1[nH]cc(COCC(F)(F)C(F)(F)C(F)(F)F)c(=O)[nH]1	-1.6	-0.1	-2.1	-5.5	-0.1	-4.1	10.8	-3.2	-1.6
O=C(Cc1ccccc1)N1CCN(Cc2ccccc2Cl)CC1	-5.8	-0.1	2.0	2.8	-2.3	15.6	-3.6	-1.9	0.1
CCOC(=O)c1ccc(N=C(CC)c2c(O)n(C)c(=O)n(C)c2=O)cc1	-1.1	0.2	-2.5	-1.5	0.1	-4.2	-0.9	1.9	-2.3
ClC1C(Cl)C(Cl)C(Cl)C(Cl)C1Cl (centres undefined)	-10.7&-7.6	-0.1&-0.1	-0.9&0.4	6.2&7.2	1.5&1.0	-1.5&-19.1	10.2&-1.5	-0.1&-0.6	0.3&-1.3
CN1CCN(c2ccc([N+](=O)[O-])c(N3CCCCC3)c2)CC1	-0.1	0.1	-2.1	0.9	2.0	-2.9	3.4	-16.9	-0.3
COc1cc(C)c(CNCCc2c[nH]c3ccccc23)cc1C	-10.6	-0.2	2.6	-6.3	1.9	-30.8	1.1	-4.0	-3.6
NC1=Nc2ccccc2Oc2ccccc21	-3.2	-0.1	-2.7	-4.3	-1.4	-1.7	-6.8	0.6	-0.8
CCc1ccc(C(=O)C23CN4CN(CN(C4)C2)C3)cc1	-3.4	0.0	-3.9	-0.3	5.4	3.8	9.3	0.9	3.4
CCCCn1c(O)c(C(C)=NCCc2c[nH]c3ccccc23)c(=O)[nH]c1=O	-19.2	0.0	0.8	6.6	3.1	44.4*	-3.2	3.7	-2.5
OC1(c2ccccc2)CCNC2CCCCC21 (centres undefined)	10.4	0.1	-5.7	6.9	-0.3	-4.3	13.5	-3.7	3.1
COc1ccc(N2C(=O)CC(N3CCC(n4c(=O)[nH]c5ccccc54)CC3)C2=O)cc1 (centres undefined)	6.5	0.0	-3.8	-3.5	1.9	14.8	-13.7	-0.9	-1.9
CCCCCn1c(N)c(C(=O)NCc2cccs2)c2nc3ccccc3nc21	6.3	-0.1	3.6	-6.6	4.9	8.1	-12.8	-0.2	5.9
Nc1c(Cl)cc([N+](=O)[O-])cc1Cl	-1.4	0.0	-1.7	1.5	1.9	6.0	4.2	2.5	0.5
CSc1ncc(Cl)c(C(=O)O)n1	6.0	0.0	3.5	-2.6	3.0	0.4	4.8	-2.7	3.0
Cc1cccc(N2C(=O)NC(=O)/C(=C\c3cnc(-c4ccccc4)nc3)C2=O)c1	-4.8	0.0	2.1	4.8	-0.5	-7.7	-2.7	-3.5	4.0
C[C@H]1CCCC(=O)CCCCCc2cc(O)cc(O)c2C(=O)O1	1.0	0.1	-5.4	-10.8	1.5	1.5	-12.2	-3.2	2.8
COc1cccc(CC(=O)N2CCN(Cc3cccc(Cl)c3)CC2)c1	-22.1	0.7	2.2	-0.3	2.1	-7.9	-8.6	-1.2	-0.5
COc1cc(/C=C2\C(=O)NC(=O)N(CCc3ccc(F)cc3)C2=O)ccc1O	6.5	0.2	-2.1	-8.2	3.5	0.8	-14.2	1.8	19.5
CC(/C=C(\C)Nc1ccccc1)=Nc1ccccc1	-12.2	0.2	-2.7	-1.5	-1.9	1.6	1.7	-4.8	0.8
NC(Cc1ccccc1)c1nc2ccccc2[nH]1 (centres undefined)	11.0	0.0	0.2	2.0	2.4	-10.7	-3.9	-3.1	-0.2

Results in Efflux pump inh, EBNA-1 inhibitor and ZTA counter (2 entries from above):
Structure	Efflux pump inh	EBNA-1 inhibitor	ZTA counter
O=c1[nH]cc(COCC(F)(F)C(F)(F)C(F)(F)F)c(=O)[nH]1	-0.1	-1.6	10.8
CCOC(=O)c1ccc(N=C(CC)c2c(O)n(C)c(=O)n(C)c2=O)cc1	0.2	-1.1	-0.9

More structures.
SMILES	EBNA-1 inhibitor	Efflux pump inh	PP1 inh	core dimer inh	PP5 inh	PREPL inhibitor	ZTA counter	CTSL1 counter	TPT1 inh
O=C(Cc1ccccc1)N1CCN(C2CCCCCC2)CC1	2.9	0.0	-6.9	2.4	-2.5	-1.8	2.8	1.8	1.1
CCC(C(=O)Nc1ccc(Cl)cc1)N1CCCC1=O (centres undefined)	-6.2	0.1	-3.1	0.2	-1.4	-2.4	7.7	-1.6	-0.8
CN1[C@H]2CC[C@@H]1C(C(=O)N1CCOCC1)=C(O)C2	/	0.2	0.2	/	1.7	0.1	10.3	/	/
COC(=O)C1=C(c2cccc3c2S(=O)(=O)c2ccccc2-3)C[C@@H]2CC[C@H]1N2C(=O)N1CCOCC1	/	-0.2	-1.2	/	0.9	0.7	-4.5	/	/
COC(=O)C1=C(c2cccc(OC)c2OC)C[C@@H]2CC[C@H]1N2C(=O)N1CCCCC1	20.8	0.0	4.3	6.2	-1.9	-1.8	4.2	1.8	-1.9
CN(C)CC1CSCCC1(O)c1ccccc1Cl (centres undefined)	5.2	-0.1	-3.5	-7.2	2.3	18.8	-15.4	2.0	-1.9
Cn1c(O)c(C=NC2CCN(Cc3ccccc3)CC2)c(=O)n(C)c1=O	-7.1	-0.1	-1.2	-2.1	-1.3	28.2	-18.9	6.3	-2.8
CCc1ccc(OCC(=O)N2CCN(CC(=O)Nc3ccccc3Cl)CC2)cc1	/	0.1	-0.3	/	-0.3	9.6	-6.3	/	/
O=C1NC(=O)C(=Cc2cccc(OCCOc3ccccc3)c2)C(=O)N1	8.4	0.0	0.4	-1.8	0.3	-2.6	9.1	-0.2	-4.5
CCC(C)n1c(O)c(C=NC(C)c2ccccc2)c(=O)[nH]c1=S (centres undefined)	-0.5	-0.1	2.9	6.5	0.0	-5.0	0.3	3.6	3.1
CC1(C)C(C(=O)N2CCN(C(=O)c3ccccc3)CC2)C1(C)C	9.6	0.1	1.4	-1.9	-0.1	-0.8	-1.8	-3.7	-3.7
O=C(c1ccco1)C12CN3CN(CN(C3)C1)C2	13.8	-0.1	-3.0	0.5	-0.1	-2.7	3.5	-0.7	3.1
CC(C)CN(C(=O)CN1CC=C(c2ccccc2)CC1)c1c(N)n(CC(C)C)c(=O)[nH]c1=O	2.1	0.7	0.1	2.0	0.3	4.3	4.6	0.6	1.7
Cc1cc(N)n(C2CCN(C)CC2)n1	-7.9	0.1	-5.9	0.5	2.1	3.9	-8.1	4.5	-2.2
COc1cc(OC)c(OC)cc1CN1CCN(C(=O)COc2ccc3ccccc3c2)CC1	-3.4	0.1	-0.9	1.2	1.6	27.4	7.6	-0.6	1.9
COc1ccc(OCC#CCN2CCCCCC2)cc1	12.9	0.1	-1.8	-5.3	2.1	12.0	-3.7	1.6	-1.6
O=C(O)Cn1cc(C(=O)c2ccccc2)c2ccccc21	2.7	0.0	-2.6	-3.8	-2.2	-0.8	-5.9	3.3	-2.0
COc1ccc(NC2=NC(C)(C)CS2)cc1	6.6	-0.2	-4.5	-4.6	2.2	8.0	-8.8	-1.1	-2.3
CC1(C)CN=C(Nc2ccccc2C(F)(F)F)S1	-7.4	0.0	0.9	0.9	0.6	-10.2	1.7	-13.7	-0.9
COc1ccc(-[n+]2c(-c3ccccc3)cc(-c3ccccc3)cc2-c2ccccc2)cc1	-4.4	/	0.5	5.8	0.6	22.7	-7.4	0.8	-3.5
Cc1nn(Cc2ccccc2)c(Cl)c1C(=O)OCC(=O)N1CCCC1	-3.8	-0.2	-2.4	-0.7	0.5	-2.7	-0.8	3.9	-1.0
O=c1[nH]c(=S)n(C2CC2)c(O)c1C=NCC1CCCO1 (centres undefined)	-3.7	0.0	-1.1	3.8	0.3	-7.5	-18.2	2.0	-3.0
COc1ccc(CN2CCN(C(=O)COc3ccc4ccccc4c3)CC2)c(OC)c1	-6.0	0.2	8.2	0.0	2.0	3.6	-0.1	-1.5	0.0
CC(C)NC(C)C(=O)C12CC3CC(CC(C3)C1)C2 (centres undefined)	11.8	-0.2	-2.1	-5.4	-0.4	-8.5	-6.1	-0.4	2.1
CCCCC(=O)N/N=C/c1c(O)n(C2CC2)c(=S)[nH]c1=O	-4.7	-0.1	0.7	-11.8	1.0	7.2	7.5	7.8	-1.0
Continued.
SMILES	EBNA-1 inhibitor	Efflux pump inh	PP1 inh	core dimer inh	PP5 inh	PREPL inhibitor	ZTA counter	CTSL1 counter	TPT1 inh
Cn1c(O)c(C=Nc2ccccc2)c(=O)n(C)c1=O	14.3	0.0	0.4	-3.4	-0.2	-11.1	7.6	2.3	4.1
CCNC(=O)NC(=O)C(C)OC(=O)c1c(C)nn(Cc2ccccc2Cl)c1Cl (centres undefined)	-10.3	-0.2	2.2	-7.2	3.5	-1.9	-21.3	1.6	-0.6
CSC(=Nc1ccccc1)c1c(O)n(C)c(=O)n(C)c1=O	1.0	-0.2	-1.2	0.3	-1.3	0.0	2.4	3.2	-1.6
Cc1nc2ccccc2c(=O)n1-c1cccc(C(F)(F)F)c1	-4.5	-0.2	-3.2	-10.4	2.5	12.3	-6.0	4.3	-3.8
Cc1cc(C=C2C(=O)NC(=O)NC2=O)c(C)n1-c1ccc2c(c1)OCO2	3.6	1.3	2.7	8.9	1.4	6.7	-1.8	5.2	5.5
O=C(O)Cn1cc(/C=C2\C(=O)NC(=O)N(c3ccc(Br)cc3)C2=O)c2ccccc21	3.0	0.0	3.8	6.8	-0.1	-5.9	13.1	1.2	37.3*
COc1ccccc1N1CCN(Cc2c(F)cccc2F)CC1	15.5	0.2	1.6	-2.8	1.0	8.3	7.9	-2.5	-3.0
CCn1c(O)c(C(c2ccccn2)c2c(O)n(CC)c(=S)[nH]c2=O)c(=O)[nH]c1=S	-8.5	0.1	5.8	-16.1	-1.9	-5.0	8.7	2.0	0.2
C=CCN(CC=C)C(=O)Nc1ccc(OCC)cc1	-6.6	0.1	-1.4	1.3	3.0	-1.9	-18.7	-1.3	-1.6
CC(C#N)CCC#N (centres undefined)	/	0.0	-5.0	/	-0.8	1.8	8.7	/	/
COC(=O)[C@@]1(Cc2ccc(F)cc2)[C@H]2c3cc(C(=O)N(C)C)[nH]c3C[C@H]2CN1C(=O)c1ccccc1	-9.7	0.0	0.2	-2.3	2.6	3.1	6.0	-0.7	-4.0
Cc1cc(C)c2c(ccc3cccc[n+]32)c1	-6.5	0.0	-3.5	2.3	0.5	4.7	5.1	4.7	2.3
COc1cc(/C=N/n2cnnc2)ccc1OC(=O)N(C)C	14.3	0.0	-2.6	1.9	-1.7	1.6	8.3	2.2	1.7
CCCC(=O)Nc1cc(C(=O)N2CCC3(CC2)OCCO3)ccc1S(=O)(=O)c1ccc(C)cc1	-4.5	0.1	0.3	3.4	-0.7	0.9	1.8	-3.3	-0.6
Nc1ccc(CCN2CCN(c3cccc(C(F)(F)F)c3)CC2)cc1	-11.4	0.1	0.0	-7.7	2.1	13.2	-3.6	5.2	-0.7
CCCN(CC1CC1)CC(O)c1ccccc1 (centres undefined)	1.9	0.2	-3.4	2.1	-0.6	2.4	0.5	-6.2	1.5

An excerpt. The share of hits here may be higher or lower than overall.
